Bioassay records: PubChem BioAssay, several laboratories
Rev-erbA mod – Rev-erb alpha (human) modulation; Rev-erbα–FITC-DNA binding, fluorescence polarization, 90 min; activity, % at 10 µM; 370,000 tested, 0.79% active;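 active means activity above about 14%, limit read from the data; passing the limit was not always enough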;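 further: 0% = DMSO wells with 35 nM protein and 100% = DMSO wells with 750 nM protein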
Target sequence (P20393 whole entry, looked up): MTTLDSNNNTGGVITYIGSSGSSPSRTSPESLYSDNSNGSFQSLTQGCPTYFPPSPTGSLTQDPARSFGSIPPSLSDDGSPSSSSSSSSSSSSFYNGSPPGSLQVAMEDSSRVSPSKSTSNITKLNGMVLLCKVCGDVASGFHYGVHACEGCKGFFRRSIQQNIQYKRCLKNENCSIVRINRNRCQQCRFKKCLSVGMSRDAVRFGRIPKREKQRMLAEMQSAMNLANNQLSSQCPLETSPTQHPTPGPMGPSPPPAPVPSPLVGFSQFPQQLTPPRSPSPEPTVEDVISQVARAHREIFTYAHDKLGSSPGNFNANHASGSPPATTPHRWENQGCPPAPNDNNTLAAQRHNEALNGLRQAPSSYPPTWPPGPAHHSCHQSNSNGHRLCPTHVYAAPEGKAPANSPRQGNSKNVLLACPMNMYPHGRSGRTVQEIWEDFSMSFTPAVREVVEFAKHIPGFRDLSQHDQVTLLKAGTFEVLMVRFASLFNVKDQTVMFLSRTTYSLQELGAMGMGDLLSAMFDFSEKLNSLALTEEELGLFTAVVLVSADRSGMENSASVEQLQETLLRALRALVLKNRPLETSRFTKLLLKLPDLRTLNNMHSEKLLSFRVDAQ
PRMT1 FP inh – PRMT1 (human) inhibition, primary screen; Q99873; recombinant PRMT1, activity-based probe fluorescence polarization; inhibition, % at 2.79 µM; 370,000 tested, 1.3% active;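 active means inhibition above about 21% made by adding two undisclosed values, limit read from the data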
SIAE inh – blocks human sialic acid acetylesterase. SIAE FP-Rh probe binding, fluorescence polarization. 370,000 tested, 0.69% active. Q9HAT2. AID 1053197. inhibition, % at 9.66 µM;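 active means inhibition above a cutoff: mean of compounds within the control limits plus 3 SD of those, cut at about 17% in these data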;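 further: 0% = plate median of compound wells and 100% = probe without SIAE protein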
mABHD4 FP – inhibits mouse alpha/beta hydrolase domain 4 | purified mABHD4, FP-Rh probe fluorescence polarization | inhibition, % at 8.92 µM | 370,000 tested, 0.54% active | AID 720543;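 active means inhibition exceeding the mean over every tested compound plus 3 SD, cut at about 30% in these data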;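 further: 0% = plate median of compound wells and 100% = S159A mutant with DMSO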
Target sequence (Q8VD66 whole entry, looked up, the tested form may be a part): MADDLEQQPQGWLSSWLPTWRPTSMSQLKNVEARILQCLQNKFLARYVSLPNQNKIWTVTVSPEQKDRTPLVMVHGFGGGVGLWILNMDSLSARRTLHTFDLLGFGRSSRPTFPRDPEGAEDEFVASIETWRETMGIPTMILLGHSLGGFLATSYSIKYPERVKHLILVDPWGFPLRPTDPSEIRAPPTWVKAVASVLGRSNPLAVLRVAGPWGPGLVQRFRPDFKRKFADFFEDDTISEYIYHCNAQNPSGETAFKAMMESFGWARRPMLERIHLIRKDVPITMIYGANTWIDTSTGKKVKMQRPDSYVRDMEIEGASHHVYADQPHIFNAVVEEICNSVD
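System: mouse ABHD4 enzyme, wild type / Medium: HEPES pH 7.0, NaCl, Pluronic buffer / Reagent: FP-Rh activity-based fluorescent probe / Control set: S159A mutant high control, sample median low control / Detection: fluorescence polarization with parallel and perpendicular emission, 525/598 nm / Schedule: 45 min + 60 min at 25 °C / Compound dosing: 8.92 µM, single dose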
TCR CD3 inh – blocks the human TCR-CD3 interaction | TAMRA-labeled TCR probe fluorescence, biochemical | inhibition, % at 9.4 µM | 360,000 tested, 0.37% active; in the data active means inhibition above about 19%;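 further: recombinant mutant TCR 2C K166C tagged with TAMRA read by polarization; 0% = receptor in buffer alone and 100% = receptor with positive control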
HTRA1 inh – HTRA1 (human) protease inhibition; Q92743; recombinant HTRA1, FP-rhodamine activity-based probe, fluorescence polarization; inhibition, % at 5.96 µM; 340,000 tested, 0.5% active; AID 504803; in the data active means inhibition above about 36%;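 further: 0% = enzyme with DMSO and 100% = wells lacking enzyme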
TDP2 inh – blocks human TDP2 phosphodiesterase activity | recombinant TDP2, T5PNP hydrolysis, p-nitrophenol absorbance 415 nm | 370,000 tested, 0.34% active | inhibition, % at 12.8 µM | O95551 | AID 720702;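 active means inhibition above the mean of all tested compounds plus 3 SD, set per campaign, cut at about 25% in these data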;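 further: 0% = DMSO with enzyme and 100% = buffer with substrate but no TDP2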
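System – recombinant human TDP2 · Quantity – TDP2 enzyme at 120 nM final · Doses – single concentration, 12.8 µM nominal, with 1% DMSO · Incubation – 2 h at 37 °C · Measured by – epi absorbance of p-nitrophenol freed from T5PNP by hydrolysis · Read-out – % inhibition relative to enzyme-containing and enzyme-free wells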
rCAG RNA binder – molecules binding r(CAG) RNA repeats. r(CAG) RNA repeat, TO-PRO-1 dye displacement fluorescence. inhibition, % at 3 µM. 370,000 tested, 1.3% active. AID 651821;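 active means inhibition above the plate cutoff, the mean of all test compounds on that plate plus 3 SD, cut at about 35% in these data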;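 further: 0% = DMSO alone and 100% = 100 µM mitoxantrone as full dye displacement; higher means more dye released from RNA so lower well fluorescence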
PG9 binder – small molecules binding HIV-1 gp120 antibody PG9 | TR-FRET gp120-PG9 antibody binding | inhibition, % at 6.7 µM | 360,000 tested, 0.43% active; in the data active means inhibition above about 8.5%
LEDGF integ inh – blocks HIV-1 LEDGF/p75-dependent DNA integration | AID 743269 | 370,000 tested, 0.64% active | TR-FRET IN-LEDGF/p75 DNA integration, Eu/Cy5 | inhibition, % at 3.7 µM;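 active means inhibition above the screen-wide mean plus 3 SD, cut at about 13% in these data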;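 further: signal is the Cy5 over europium emission ratio at 671 and 618 nm; 0% = plate median of compound wells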
Starred values were filed as active, the others as inactive; nt = no result given. This is a subset (hit frequency here may not be typical).

entry	canonical_smiles	Rev-erbA mod	PRMT1 FP inh	SIAE inh	mABHD4 FP	TCR CD3 inh	HTRA1 inh	TDP2 inh	rCAG RNA binder	PG9 binder	LEDGF integ inh
1	Nn1c(SCC(=O)NC2CCCCC2)nnc1-c1ccco1	3	12	-4	0	2	-5	-2	8	1.6	-9
2	CC1=CCC2C(=O)N(c3ccc4ccccc4n3)C(=O)C2C1 (stereo unspecified)	-2	2	-1	5	-4	-1	9	3	0.4	3
3	CC1(c2nnc(-c3cccc(Cl)c3)o2)CC(c2ccc(Br)cc2)=NO1 (stereo unspecified)	-3	-1	-2	-5	3	-1	0	0	-0.2	-1
4	COc1ccc(S(=O)(=O)Nc2ccc(-n3cccc3)cc2)cc1	4	8	-6	-30	-1	-15	-8	1	-3.4	-8
5	COc1ccc([C@H]2C[C@@H](n3cc(COC(=O)c4ccccc4)nn3)[C@H](O)CN2C(=O)c2cccs2)cc1	9	1	-4	-4	-1	-11	-11	6	-0.2	1
6	COc1ccc(C2(O)CCN(C(=O)c3ccc4c(c3)OCO4)CC2)cc1	-5	-2	-2	2	-6	3	-5	-7	-0.1	-2
7	CCn1c2ccccc2c2cc(NC(=O)c3coc(=O)c(Br)c3)ccc21	-9	-7	8	8	0	nt	-6	5	-1.3	-1
8	Cc1ccc(-c2nn(-c3ccccc3)cc2/C=N/O)cc1	7	4	-16	-18	-15	-56	-1	7	0.5	-3
9	O=C(Cc1ccc(NC(=O)C2CCCN(C(=O)CCc3ccccc3)C2)cc1)Nc1ccc(C(=O)N2CCOCC2)cc1 (stereo unspecified)	5	-2	-1	-4	-4	-1	-20	4	1.0	6
10	CC1(C)C(=O)NCCN1C(=O)CC1C(=O)NCCN1Cc1cccc(C(F)(F)F)c1 (stereo unspecified)	1	2	-4	4	5	1	6	-1	0.1	0
11	O=C(c1ccc(C(=O)N2CCCc3ccccc32)nc1)N1CCCc2ccccc21	3	0	-7	-1	7	0	-8	-3	-3.1	-4
12	Clc1ccc(C(c2ccccc2)N2CCN(c3ccccn3)CC2)cc1 (stereo unspecified)	-1	0	0	1	0	-19	14	1	-0.7	-1
13	CN(CC(=O)Nc1ccc(F)cc1)CC(=O)NC1CCCCC1	2	1	4	-5	-8	3	1	0	2.3	-2
14	Cc1ccc2sc(NC(=O)c3cccc(N4C(=O)CCC4=O)c3)nc2c1C	4	1	0	-7	0	-6	3	3	1.1	-1
15	O=C(CSc1nnc(-c2ccc(F)cc2)c2ccccc12)Nc1cccc(Cl)c1	3	2	-15	-11	-6	-65	-1	8	1.7	-1
16	COc1cccc(NC(=S)N/N=C2/CCCCc3ccccc32)c1	-2	-3	8	20	-1	-15	-1	-3	0.1	3
17	CN(Cc1cn(Cc2ccccc2)nn1)S(=O)(=O)c1ccc(F)cc1Br	-4	1	0	5	nt	nt	-2	5	nt	-3
18	CCOc1cc(/C=N/NC(=O)c2ccccn2)ccc1OC(=O)c1ccc(F)cc1	-1	-2	-7	-22	2	-9	-5	-3	1.7	1
19	CC(=O)c1cccc(NC(=O)CSc2nc(=O)n(CCN3CCOCC3)c3c2CCC3)c1	-2	-3	2	2	7	4	-14	-4	-4.1	7
20	Cc1nn(-c2c(Cl)cc(Cl)cc2Cl)c(=O)c2ccccc12	5	-3	2	0	-1	-9	13	-7	-0.6	4
21	CCOc1ccc(-c2ccc(SCC(=O)NCC3CCCO3)nn2)cc1 (stereo unspecified)	2	-2	13	-4	3	-4	2	-5	-1.8	-3
22	CCOc1ccccc1N1CCN(C(=O)c2ccccc2SCC(=O)N2CCCC2)CC1	-1	20	1	-13	-3	5	-16	-8	-2.1	-5
23	O=C(NCCCN1CCN(CCCNC(=O)c2cccc([N+](=O)[O-])c2)CC1)c1cccc([N+](=O)[O-])c1	4	-3	7	1	-2	0	0	-5	0.2	-1
24	CC(=O)Nc1ccc2nc(NC(=O)CCc3ccccc3)sc2c1	1	-4	-9	-4	0	-13	-4	3	0.1	2
25	CCn1cc(C(=O)O)c(=O)c2cc(F)c(N3CCN(C(=S)NC(=O)c4cc(OC)cc(OC)c4)CC3)cc21	8	1	-3	1	4	1	10	2	-1.6	1
26	COc1ccc(C(=O)NCCOc2ccccc2Cl)c(OC)c1OC	-3	6	-8	-12	-9	-5	-18	-6	5.1	-3
27	CC(=O)OCC1=C(C(=O)O)N2C(=O)C(NC(=O)C(C)Cn3cc(Cl)cn3)C2SC1 (stereo unspecified)	-2	19	3	0	8	-3	-1	3	1.7	1
28	CCN(CC)CCCNC(=O)c1ccc2c(=O)n(Cc3ccc4c(c3)OCO4)c(=S)[nH]c2c1	-2	-1	-8	-13	-3	0	-8	8	-0.5	-4
29	Nc1nc(SCc2ccccc2)sc1C(=O)N1CCCCC1	2	7	4	9	-3	0	6	1	-0.1	-3
30	CSCCC(NC(=O)c1ccccc1)C(=O)NNC(=O)c1csc(N2CCOCC2)n1 (stereo unspecified)	-6	4	-1	-7	-5	5	-6	-1	3.0	-1
31	O=[N+]([O-])c1ccc(Cc2nnc(-c3ccccc3Cl)o2)cc1	3	7	4	6	-12	1	-15	0	0.3	-5
32	CCOC(=O)c1nn(-c2ccc(F)cc2)c2c1CC/C2=C/c1ccccc1	1	-2	-6	1	0	3	-8	1	-0.3	-4
33	CSc1ncccc1C(=O)Nc1nc(C(C)(C)C)cs1	2	1	0	-9	1	-8	-11	0	-1.1	3
34	O=C(O)CN(c1ccc(F)cc1)S(=O)(=O)c1ccc2c(c1)OCCO2	-1	-2	3	5	-4	-2	-15	1	-0.9	5
35	Cc1ccc(NC(=O)C(c2ccccc2)C2CCCC2)cc1 (stereo unspecified)	1	4	-11	-20	-2	-52	-1	-2	-1.6	-2
36	Cc1cc(O)c(C(C)C)cc1NC(=O)Nc1cc(Cl)ccc1Cl	5	0	5	-5	-2	-8	-5	8	1.7	1
37	Cc1ccc2c(n1)sc1c(-c3ccc(Br)cc3)c(C#N)c(N)nc12	0	1	-19	-1	-8	-50	-4	2	-0.1	2
38	CCOC(=O)CCc1c(C)c2c(C)nn(-c3ccccc3)c2[nH]c1=O	-7	-6	4	5	1	3	8	4	-1.2	-1
39	COCCn1nnnc1C(c1cc(OC)ccc1OC)N1CCc2ccccc2C1 (stereo unspecified)	1	-2	1	-7	4	-8	-7	-8	-0.8	1
40	O=C(C1CCCN1S(=O)(=O)c1cccc2cccnc12)N1CCc2ccccc2C1 (stereo unspecified)	-3	5	1	5	1	4	-6	1	0.3	1
41	Cc1ccc(-n2nc3c(=O)n(C(C)C(=O)NCc4ccccc4Cl)nc(C)c3c2C)cc1 (stereo unspecified)	-4	2	1	-1	1	1	2	-4	-0.6	-4
42	Cc1ccc(NC(=S)Nc2ccccn2)c(C)c1	2	2	4	-1	2	-3	-8	-5	-1.1	-4
43	Cc1nn(-c2ccccc2)c(Cl)c1/C=N/Nc1nc2ccccc2n1C	2	3	3	11	-8	15	-1	0	-5.8	5
44	O=C(Nc1ccccc1N1CCOCC1)c1cc(Br)c(Br)s1	11	4	-2	9	-3	3	0	3	0.1	-9
45	COc1ccc(NC(=O)c2cn(C)c(=O)c3cc(OC)c(OC)cc23)cc1OC	6	3	-5	-4	1	0	-10	-4	-2.0	3
46	CCc1ccc(NC(=O)COC(=O)c2ccc(Cl)c(S(=O)(=O)N3CCCCCC3)c2)cc1	-1	1	-62	-36	-5	-44	7	8	0.7	-2
47	CCCCNS(=O)(=O)c1ccc2c(c1)oc(=O)n2CC(=O)OCC	5	-2	2	-4	0	-1	1	1	0.6	7
48	c1ccc(-n2c(SCc3nc(-c4cccs4)no3)nnc2-c2ccco2)cc1	1	3	-1	-7	1	-19	-2	-5	-0.5	-3
49	COc1cccc(NC(=O)Cn2cc3c(n2)CCCCC3)c1	1	1	-7	0	9	-1	3	3	-0.6	-2
50	O=S(=O)(/N=C(/Nc1ccccn1)c1ccccc1)c1ccc(Cl)cc1	0	0	3	0	0	-1	-1	-2	-1.0	0
51	CCN(CC)C(=O)c1ccc2c(c1)NC(=O)C(C)(C)O2	-6	1	5	-3	nt	nt	4	3	nt	-2
52	CC(=O)c1ccc(NC(=O)N2CCN(c3cccc(Cl)c3)CC2)cc1	2	2	-7	-9	-1	-12	6	-2	0.7	-1
53	COc1ccc(CNC(=O)NC(C)(C)c2cccc(C(C)(C)NC(=O)NCc3ccc(OC)cc3)c2)cc1	3	-3	7	-1	1	-4	-2	0	-3.0	3
54	CC(CCc1ccccc1)NC(=O)CN(C)Cc1ccccc1F (stereo unspecified)	5	-3	2	3	2	8	-3	-8	-1.5	0
55	CC(C)CNC(=O)NC(=O)COC(=O)c1cc(F)cc(F)c1	3	-5	0	2	11	-3	-2	0	2.2	4
56	Cc1ccc(C)c(S(=O)(=O)Nc2ccc(O)c(Sc3ncn[nH]3)c2)c1	3	17	0	-6	-3	2	-20	3	-1.6	-3
57	C[C@@H]1CN=C2N(CCNC(=O)CCC3CCCCC3)[C@H](Cc3ccc(O)cc3)CN21	1	5	2	7	0	-6	-11	-4	0.6	-5
58	CCC(C)NC(=O)C1CCN(S(=O)(=O)c2cccs2)CC1 (stereo unspecified)	1	-3	-10	3	2	-4	-5	-1	-0.7	-1
59	O=C(Cn1cnc2scc(-c3cccc([N+](=O)[O-])c3)c2c1=O)NCc1ccco1	-3	13	1	-2	8	-2	-8	28	2.0	10
60	C[C@@H]1CN([C@H](C)CO)C(=O)CCCn2nncc2CO[C@@H]1CN(C)S(=O)(=O)c1cn(C)cn1	7	-1	4	-1	4	3	5	3	-3.3	2

Some values from the list.
`CC(CCc1ccccc1)NC(=O)CN(C)Cc1ccccc1F` (stereo unspecified) – TDP2 inh: -3
`C[C@@H]1CN=C2N(CCNC(=O)CCC3CCCCC3)[C@H](Cc3ccc(O)cc3)CN21` – PRMT1 FP inh: 5

Following part.
entry	canonical_smiles	Rev-erbA mod	PRMT1 FP inh	SIAE inh	mABHD4 FP	TCR CD3 inh	HTRA1 inh	TDP2 inh	rCAG RNA binder	PG9 binder	LEDGF integ inh
61	NC1=NC(=O)/C(=C\c2cccs2)S1	1	-6	-5	-4	7	5	-5	1	-7.0	-4
62	COC1=C(NCc2ccc3c(c2)OCO3)C(=O)C(OC)=C(NCc2ccc3c(c2)OCO3)C1=O	7	0	7	7	3	2	5	5	-3.0	13*
63	COc1ccc(C2(O)CCN(CC(=O)Nc3nc(-c4ccccc4)cs3)CC2)cc1	1	3	7	-6	0	-31	-2	0	0.4	0
64	Nc1ncc(Br)cc1S(=O)(=O)NCCC(=O)NC1CCCCC1	-1	-1	-4	1	7	2	13	-1	-0.3	0
65	COc1ccc(CNC(=O)CN(Cc2ccco2)C(=O)CCC(=O)Nc2ccccn2)cc1	3	0	9	-6	-6	-3	-6	-6	0.1	-4
66	COc1ccc(Cc2nc3ccc(C(=O)N(C)CCO)cc3o2)cc1	3	-2	-2	-6	2	3	4	0	-1.1	0
67	O=[N+]([O-])c1cccc(-c2noc(-c3cccs3)n2)c1	1	11	-4	-6	-6	-4	-9	-3	1.0	3
